Salmonella PhoP GFP: inhibitors of PhoP regulon expression, primary screen, Salmonella Typhimurium, GFP reporter (AID 1863). S. Typhimurium PhoP-regulated promoter GFP reporter, 4 h; higher % means a stronger effect. inhibition, % at 50 µM, or IC50 in µM where a hit was titrated. actives 0.16% (n = 300,000);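 active = inhibition over 29.93%, a cutoff 3 SD above the screen mean, later confirmed by dose response; inconclusive = inhibition over 29.93% but no dose response follow-up; inactive = inhibition at most 29.93% or unconfirmed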;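 note: 0% = low Mg2+ inducing control and 100% = high Mg2+ repressing control; strong numbers were not always called active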
Myeloid diff MLP: induction of myeloid progenitor differentiation, primary screen, cell-based, flow cytometry, MLPCN library; calls only at 10 µM; actives 1% (n = 360,000); ER-HoxA9 myeloid progenitors, lysozyme-GFP differentiation;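 active = normalized GFP-positive differentiation at or above the plate's own cutoff, the solvent-only control mean plus 3 SD; inconclusive = no clear call, values can overlap the other calls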;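 note: cells exposed to compound for four days before flow analysis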
HEK293 NOD2/NF-kB: NOD2 signaling inhibitors, cell-based, luminescence, uHTS, HEK293 (AID 1566). HEK293 NOD2/NF-kB luciferase reporter, luminescence; higher % means a stronger effect. one-dose inhibition, % at 4 µM; EC50 in µM for titrated hits. actives 0.63% (n = 290,000); note: many of its hits are not listed in these tables
KOR beta-arrestin-1: KOR agonists, beta-arrestin recruitment, primary screen, cell-based, luminescence, uHTS (AID 1777). Kappa-type opioid receptor (Homo sapiens). KOR beta-arrestin recruitment, luminescence; higher % means a stronger effect. activation, % at 10 µM, or EC50 in µM where a hit was titrated. actives 0.02% (n = 280,000); in the data active = activation above about 50%, passing the limit was not always enough; note: a part of the inactive calls stands beside numbers as strong as those of hits
HIV peptide binding: inhibitors of HIV fusion peptide binding, primary screen, biochemical, uHTS, fluorescence dequenching (AID 1986) | cell-free peptide binding, fluorescence dequenching, 30 min; higher % means a stronger effect | inhibition, % at 20 µM; hits with a dose series show IC50 in µM | actives 0.3% (n = 290,000); in the data active = inhibition mostly above about 52%, no sharp cut-off; inactive = mostly below about 76%; note: some results filed as inactive read as strong as hits
LYP phosphatase: inhibitors of LYP phosphatase, biochemical, fluorescence intensity, uHTS (AID 1779) | recombinant LYP phosphatase, fluorescence intensity; higher % means a stronger effect | actives 0.054% (n = 290,000) | Tyrosine-protein phosphatase non-receptor type 22 (Homo sapiens) | inhibition, % at 11.5 µM; hits with a dose series show IC50 in µM;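 note: plate controls were vehicle with enzyme for no effect and no enzyme for full effect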
NOD1 NF-kB reporter: NOD1 signaling inhibitors, primary screen, cell-based, luminescence, uHTS (AID 1578); NOD1-driven NF-kB luciferase reporter cells, luminescence; higher % means a stronger effect; inhibition, % at 4 µM; hits with a dose series show EC50 in µM; actives 1% (n = 290,000); in the data active = inhibition mostly above about 36%, no sharp cut-off; inactive = mostly below about 34%;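 note: HEK-293T reporter cells stimulated with the NOD1 agonist gamma-tri-DAP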
Siah-1 displacement: Siah-1 peptide-binding antagonists, primary screen, biochemical, fluorescence polarization, rhodamine-plectin, uHTS (AID 1817). E3 ubiquitin-protein ligase SIAH1 (Homo sapiens). Siah-1 / rhodamine-plectin peptide fluorescence polarization; higher % means a stronger effect. displacement, % at 20 µM, or IC50 in µM where a hit was titrated. actives 0.02% (n = 290,000);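 active = displacement of at least 50% at 20 µM, with a fluorescence ratio check between 0.3 and a set limit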;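 note: plate controls were Siah plus tracer with DMSO for no effect and tracer alone without Siah for full effect; strong numbers were not always called active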
KOR beta-arrestin-2: KOR antagonists, beta-arrestin recruitment, cell-based, luminescence, uHTS (AID 1778). actives 0.091% (n = 290,000). inhibition, % at 10 µM, or IC50 in µM where a hit was titrated. KOR beta-arrestin recruitment, luminescence, antagonist mode; higher % means a stronger effect. Kappa-type opioid receptor (Homo sapiens); note: strong numbers were not always called active
Myeloid diff MLP GFP+ MAC1+ %: further read-out of Myeloid diff MLP, marked with its call; GFP+ MAC1+ double positive, %; measured here: differentiation confirmed by MAC1 staining
An asterisk follows results filed as active; i = inactive; ? = inconclusive; · = no result given; + = active, no number; [ ] = another dose, or the depositor's remark. Cut-off read from the data, not from the text of the source, unless noted: active = inhibition above about 50%; inactive = the rest. The list is partial; count on the stated rates, not on these rows.

SMILES	Salmonella PhoP GFP	Myeloid diff MLP	Myeloid diff MLP GFP+ MAC1+ %	HEK293 NOD2/NF-kB	KOR beta-arrestin-1	HIV peptide binding	LYP phosphatase	NOD1 NF-kB reporter	Siah-1 displacement	KOR beta-arrestin-2
O=C(O)CCCC(=O)Nc1ccccc1C(=O)N1CCOCC1	0%	i	0.2	8%	-0.3%	-0.2%	-5%	-13%	17%	-10%
CC(Sc1nnnn1-c1ccc(Cl)cc1)C(=O)NCC(=O)Nc1ccc(F)c(F)c1F (stereo not given)	8%	i	0.7	0%	-1.5%	0.1%	26%	-22%	-4%	·
CN=CC1=C(O)CC(C)(C)CC1=O	-5%	i	0.3	-3%	2.6%	-1.0%	-8%	-29%	3%	-1%
COc1cc2[nH]c(=O)n(CCCCCC(=O)NCCCN3CCCC3=O)c(=O)c2cc1OC	-7%	i	1.3	5%	-2.1%	2.1%	0%	-26%	0%	-17%
COc1ccc(CN2CCNC(=O)C2CC(=O)NCc2cccc(C)n2)c(OC)c1 (stereo not given)	-1%	i	0.5	-6%	2.5%	0.1%	-3%	-3%	-4%	26%
CC(=O)c1c(C)[nH]c(C(=O)Nc2cc(S(=O)(=O)N(C)C)ccc2C)c1C	-7%	i	0.4	3%	4.8%	-0.2%	-2%	-12%	-1%	-59%
COc1ccc(C2N(c3ccccc3)CCN2c2ccccc2)cc1O	11%	i	0.0	-11%	2.0%	-4.9%	1%	-27%	2%	18%
Cc1ccc(CNC(=O)/C(C#N)=C\c2ccc(N(C)C)cc2)cc1	-155%	·	·	-2%	2.7%	0.9%	7%	-60%	0%	-5%
CC(=O)N/N=C(\N)c1nonc1N	-5%	i	0.2	11%	·	0.2%	-4%	-2%	-3%	2%
Cc1ccc(Oc2cc(NC(=O)CCCn3nc(C)c([N+](=O)[O-])c3C)cc([N+](=O)[O-])c2)cc1	-8%	i	0.3	-144%	8.2%	-1.3%	-5%	-4%	-3%	14%
CCN(CC)CCCN1C(=O)C2C(C(=O)Nc3ccc(C(C)C)cc3)C3C=CC2(O3)C1C(=O)NC1CCCCC1 (stereo not given)	-1%	i	2.2	-2%	3.6%	1.0%	-8%	-19%	2%	-56%
CC1CN(c2ccc(NS(=O)(=O)c3ccccc3)cc2C(=O)O)CC(C)O1 (stereo not given)	-8%	i	0.2	-9%	-3.1%	-1.9%	-9%	-9%	-1%	-13%
COc1ccc(CNC(=O)CNC(c2ccccc2)c2ccccc2)cc1OC	-1%	i	0.3	6%	-3.0%	-0.5%	-10%	-23%	11%	-23%
Cn1nnc(NC(=O)C(c2ccccc2)c2ccccc2)n1	7%	i	1.4	-2%	-8.9%	-1.0%	-6%	-15%	2%	-23%
Nc1n[nH]c(C(F)(F)F)c1-c1ccccc1	-6%	i	0.4	30%	3.7%	-0.2%	2%	-2%	-2%	-15%
CCCN1CCN(C(=O)C2CCN(c3nnc(C)c4c(C)n(-c5ccc(C)cc5)nc34)CC2)CC1	-3%	?	·	14%	-1.6%	5.5%	-3%	-18%	-2%	-13%
Cc1nnc2c(SC(C)C)nc3ccccc3n12	-4%	i	0.5	3%	-7.2%	-2.5%	-4%	31%	-5%	35%
CC(=O)N1CCCC(N2CCN(c3cccc(C(F)(F)F)c3)CC2)C1 (stereo not given)	10%	i	0.3	-18%	·	-2.3%	-4%	46%	-6%	-1%[20 µM]
CCN(CC)S(=O)(=O)c1cccc(C(=O)OCC(=O)C23CC4CC(CC(C4)C2)C3)c1	-8%	i	2.6	13%	-1.0%	-2.3%	-1%	11%	5%	-21%
COC(=O)c1sc(-c2ccc(Cl)cc2)cc1NC(=O)/C=C/C(=O)O	-5%	i	0.6	10%	-0.7%	24%	8%	-1%	-1%	8%
COc1ccc(S(=O)(=O)N2CCC(C(=O)Nc3ccccc3N3CCCC3)CC2)cc1OC	-2%	i	2.0	14%	-3.0%	-0.2%	-9%	-19%	12%	20%
COc1cccc(C(c2nnnn2Cc2ccco2)N2CCN(c3cccc(C)c3C)CC2)c1OC (stereo not given)	13%	i	0.7	12%	4.6%	-2.1%	3%	3%	1%	6%
O=C(NC1CC1)c1cc2cc(Br)ccc2s1	-4%	i	1.3	7%	12%	0.1%	-6%	12%	-3%	-31%
O=C(O)c1ccc2c(c1)C(=O)/C(=C\c1ccco1)C2=O	-3%	i	0.2	-2%	-7.4%	34%	-1%	-32%	42%	-15%
O=C(Nc1ccc(CN2CCCCC2)cc1)c1sc2ccccc2c1Cl	-3%	i	0.3	6%	4.2%	-0.7%	-7%	-2%	8%	-8%
CCOc1cccc(/C(O)=C2/C(=O)C(=O)N(CCN3CCOCC3)C2c2ccncc2)c1 (stereo not given)	-2%	·	·	21%	·	0.3%	-7%	10%	-3%	-32%[20 µM]
Cc1cc(Cl)c(S(=O)(=O)N2CCN(c3ccccn3)CC2)cc1OCC(N)=O	-11%	i	0.8	13%	-1.5%	-0.5%	-7%	-18%	-2%	-29%
COc1cc(C2C(C#N)=C(N)N(c3ccc(F)cc3)C3=C2S(=O)(=O)CC3)ccc1O (stereo not given)	7%	+	0.6*	15%	3.1%	28%	-4%	-28%	2%	-11%
CCOC(=O)C1(CCCc2ccccc2)CCN(C(=O)CSC)CC1	1%	i	0.2	12%	-6.2%	-1.0%	-8%	-13%	0%	14%
CN(C)c1ccc(/C=N/NC(=O)c2ccc(CN3CCOCC3)cc2)cc1Br	-12%	i	0.2	2%	-1.5%	-1.1%	-1%	-7%	-4%	-15%
Nc1nc(SCC(=O)Nc2ccc(F)cc2)[nH]c(=O)c1NC(=O)c1ccc(F)c(F)c1	-4%	i	1.6	12%	-5.5%	-0.8%	-9%	-6%	-4%	31%
Cc1nn(C)c(C)c1/C=C/C(=O)c1ccccc1	-10%	i	1.1	-37%	-4.4%	-2.0%	-4%	-24%	0%	-19%
CCCn1c(SC(C)C(=O)NCC2CCCO2)nc2sc(CC)cc2c1=O (stereo not given)	-7%	i	3.4	21%	2.5%	0.8%	-4%	-3%	-2%	-36%
Cc1noc(C)c1CSc1nnc(-c2ccccc2)o1	3%	i	0.6	6%	-6.0%	1.4%	-7%	-12%	1%	-3%
Cn1c(N)c(C(=O)c2ccc(Oc3ccccc3)cc2)c(=O)n(C)c1=O	-8%	i	0.1	-14%	3.2%	1.5%	-1%	-29%	1%	-2%
Cc1[nH]n(-c2ccccc2)c(=O)c1C(=O)c1cccc(F)c1	-4%	i	3.3	-13%	·	-0.5%	-9%	9%	-2%	-69%[20 µM]
Cc1ccc(C(=O)C2COC(=O)C2)cc1 (stereo not given)	48%	i	5.8	1%	-0.5%	1.4%	-8%	-15%	1%	8%
Brc1csc(C=Nc2ccc3c(c2)OCCOCCOCCOCCO3)c1	1%	i	0.4	3%	1.3%	-1.6%	-2%	-23%	3%	-32%
O=C(Nc1ccc(NC(=O)C2CC2)nc1)c1cccnc1	9%	i	1.3	5%	-6.2%	-1.5%	-4%	-16%	2%	-42%
O=C(CCc1nc2ccccc2s1)Nc1ccccc1	2%	i	0.1	-8%	0.3%	2.3%	4%	-30%	-3%	14%
COc1ccc(-n2c(CSc3nc(C)cc(C)n3)nnc2SCC(=O)Nc2nccs2)cc1	-8%	i	0.3	9%	-1.4%	-0.3%	-11%	5%	0%	7%
CCOc1ccccc1C(=O)NCCc1cnc[nH]1	8%	i	1.0	4%	-0.5%	0.8%	-2%	-10%	5%	-30%
O=C(CS(=O)(=O)c1ccc2ccccc2c1)Nc1ccccc1Cl	2%	i	0.4	11%	-3.3%	1.3%	-3%	0%	3%	11%
COc1cccc(C(=O)NCCCNC(=O)c2cccnc2)c1	0%	i	0.5	7%	-2.3%	0.0%	-6%	-3%	0%	-27%
O=C(NCc1ccccn1)c1ccc(CNS(=O)(=O)c2cccc(Cl)c2)cc1	-6%	i	0.7	6%	2.7%	0.4%	-7%	-9%	0%	6%
COc1cccc(CNC(=O)c2cccnc2Sc2ccc(C)cc2C)c1	-4%	i	5.1	8%	0.7%	-1.2%	-8%	-20%	4%	19%
CCCc1ccc(Oc2cn[nH]c2-c2ccc(O)cc2O)cc1	-7%	i	0.8	16%	3.0%	1.4%	-9%	38%	2%	12%
C=CCNC(=S)Nc1c(N)n(C)c(=O)n(C)c1=O	-13%	i	0.1	20%	-2.3%	0.9%	-4%	-1%	6%	16%
Cc1nnc(NC(=O)CCSc2ccccc2)s1	-15%	i	0.8	8%	-2.3%	-2.5%	-5%	-3%	-3%	-12%
COCC(=O)Nc1nnc(Cc2ccc(OC)cc2)s1	2%	i	0.6	17%	11%	3.1%	-4%	-16%	1%	5%
O=C(NCC1COc2ccccc2O1)c1cn(Cc2ccc(F)cc2)nn1 (stereo not given)	2%	i	0.5	10%	1.7%	1.2%	0%	-24%	4%	12%
COc1ccc(NC(=O)c2ccc(S(=O)(=O)N3CCCCC3)cc2)c(OC)c1	2%	i	0.6	12%	-4.1%	-2.3%	-10%	-29%	5%	-5%
Cc1nc(Cl)cc(N/N=C/c2ccc(O)cc2O)n1	8%	i	0.2	-11%	-3.6%	2.0%	-2%	-16%	-5%	-48%[20 µM]
COc1cc2[nH]c(C(=O)N3CC(C)OC(C)C3)cc2c(OC)c1OC (stereo not given)	·	i	0.8	6%	-5.9%	-1.2%	-6%	-2%	2%	30%
COCCCNC(=O)c1oc2ccc(S(=O)(=O)N3CCOCC3)cc2c1C	-2%	i	0.5	-15%	3.7%	0.6%	1%	-8%	2%	-21%
CS(=O)(=O)c1ccc2nc(NC(=O)CN3CCN(Cc4ccccc4)CC3)sc2c1	3%	i	5.3	14%	-1.2%	2.3%	-15%	3%	2%	8%
O=P1(Nn2cnnc2)C=C(c2ccccc2)OC(c2ccccc2)=C1	-7%	i	1.5	10%	0.1%	6.7%	2%	-6%	-1%	-16%

A different layout for two compounds above.
COCC(=O)Nc1nnc(Cc2ccc(OC)cc2)s1
  Salmonella PhoP GFP: 2% | Myeloid diff MLP: i | Myeloid diff MLP GFP+ MAC1+ %: 0.6 | HEK293 NOD2/NF-kB: 17% | KOR beta-arrestin-1: 11% | HIV peptide binding: 3.1% | LYP phosphatase: -4% | NOD1 NF-kB reporter: -16% | Siah-1 displacement: 1% | KOR beta-arrestin-2: 5%

O=C(NCC1COc2ccccc2O1)c1cn(Cc2ccc(F)cc2)nn1 (stereo not given)
  Salmonella PhoP GFP: 2% | Myeloid diff MLP: i | Myeloid diff MLP GFP+ MAC1+ %: 0.5 | HEK293 NOD2/NF-kB: 10% | KOR beta-arrestin-1: 1.7% | HIV peptide binding: 1.2% | LYP phosphatase: 0% | NOD1 NF-kB reporter: -24% | Siah-1 displacement: 4% | KOR beta-arrestin-2: 12%

Assay outcomes (PubChem)
